Compound activity deposited in PubChem by several laboratories.
Pf gametocyte: kills late stage P. falciparum gametocytes. P. falciparum stage V gametocytes, ATP luminescence, 24 h. actives 0.065% (n = 150,000). inhibition, % at 10.9 µM;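 active = inhibition above the mean plus 3 SD of compounds within the control limits, set per campaign, cut at about 38% in these data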;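 also: 0% = DMSO wells and 100% = medium only without gametocytes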
Avidin bead fluor: avidin bead compound fluorescence profile; Avidin beads, compound fluorescence 488/530 nm, flow cytometry; active compounds read high; actives 0.38% (n = 220,000); fluorescence (KMESF) at 10 µM; in the data active = fluorescence above about 47; also: inactives centre near 10
Mcl1-Bid inh: disrupts binding of human Mcl-1 to Bid peptide. Q07820. TR-FRET Mcl-1/Bid-Dy647 peptide binding, 1536-well. inhibition, % at 21.7 µM. actives 0.97% (n = 220,000). AID 1021;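 active = compounds that cut the binding signal by more than half at the single screening dose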;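 also: His-tagged Mcl-1 with europium anti-His antibody binding Bid BH3 peptide; 0% = Mcl-1 plus peptide wells and 100% = peptide-only wells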
Target sequence (Q07820 whole entry, looked up): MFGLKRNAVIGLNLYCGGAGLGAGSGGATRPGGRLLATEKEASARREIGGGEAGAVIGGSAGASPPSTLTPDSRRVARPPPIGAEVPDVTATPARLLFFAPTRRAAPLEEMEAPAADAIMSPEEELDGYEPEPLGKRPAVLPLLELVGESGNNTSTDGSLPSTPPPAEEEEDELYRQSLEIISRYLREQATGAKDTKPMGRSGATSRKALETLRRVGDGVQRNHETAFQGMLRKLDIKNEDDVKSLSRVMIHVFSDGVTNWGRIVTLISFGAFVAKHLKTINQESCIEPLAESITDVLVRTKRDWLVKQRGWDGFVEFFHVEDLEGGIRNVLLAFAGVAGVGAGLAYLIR
Mcl1 Noxa PPI: disrupts binding of human Mcl-1 to Noxa peptide; actives 1.5% (n = 220,000); Q07820; inhibition, % at 21.7 µM; TR-FRET Mcl-1/Noxa peptide binding, 2 h; AID 1022;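 active = compounds that cut the protein-peptide binding signal by more than 50% relative to plate controls in a single-dose test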;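 also: His-tagged Mcl-1 with rhodamine Noxa BH3 peptide and terbium anti-His antibody; 0% = Mcl-1 plus Noxa peptide wells and 100% = peptide-only wells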
The depositor's hits bear a star.

Abbreviations: A = Pf gametocyte; B = Avidin bead fluor; C = Mcl1-Bid inh; D = Mcl1 Noxa PPI
Cc1ccc(-c2ccc(C(=O)O)o2)cc1Cl
  A: 9; B: 5; C: -35; D: -8

N#Cc1ccc(S(=O)(=O)NC2CCN(Cc3ccccc3)CC2)cc1
  A: -29; B: 10; C: 9; D: 13

Clc1ccc(C2[C@H]3CN(CC4CCCCC4)[C@H](c4ccccc4)C34CC2(c2cccnc2)C4)cn1 (stereo partly drawn)
  A: 11; B: 9; C: -47; D: 1

O=C(NC(=S)Nc1cccc(S(=O)(=O)NC2=NCCC2)c1)c1cc(-c2ccco2)nc2ccccc12
  A: 5; B: 3; C: -47; D: 65*

CCc1nc2ccccc2nc1N1CCN(S(=O)(=O)c2ccc(Cl)cc2)CC1
  A: 6; B: 6; C: 7; D: -3

NC(N)=N/N=C/c1ccc(Cl)cc1Cl
  A: 1; B: 8; C: 51*; D: -2

Clc1ccc(-n2nnnc2-c2cnc3ccccc3c2-c2ccccc2)cc1
  A: 17; B: 7; C: -1; D: -3

Cc1ncc([N+](=O)[O-])n1CCOC(=O)NC(Nc1ccc(F)cc1)C(Cl)(Cl)Cl (stereo not drawn)
  A: -24; B: 7; C: -49; D: -2

CCn1c(=NC(=O)COc2ccccc2)sc2cccc(F)c21
  A: -4; B: 5; C: 2; D: -1

CNC(=O)CN1C(=O)NC(Cc2c[nH]c3ccccc23)C1=O (stereo not drawn)
  A: -16; B: 3; C: -67; D: 7

Cc1ccn2cc(CCNC(=O)COc3ccccc3)nc2c1
  A: -11; B: 5; C: -39; D: 14

COC(=O)c1ccccc1-c1ccc(/C=N/NC(N)=O)o1
  A: 1; B: 15; C: 4; D: 4

Nc1ccc2nc3c(c(Cl)c2c1)CCCC3
  A: -5; B: 4; C: -46; D: 31

Cc1ccc(S(=O)(=O)CC(=O)Nc2ccc(F)c(F)c2F)cc1
  A: 9; B: -2; C: -9; D: -7

O=C(COC(=O)c1ccc(O)cc1)Nc1cccc(S(=O)(=O)N2CCCCC2)c1
  A: 14; B: 7; C: -46; D: -2

O=C(NCc1ccc2c(c1)OCO2)C1CCCN1S(=O)(=O)c1ccc(F)cc1 (stereo not drawn)
  A: -33; B: 6; C: -2; D: 9

Cc1ccc(C)c(N2N=C(C(=O)Nc3ccc(S(=O)(=O)N4CCCC4)cc3)CCC2=O)c1
  A: -14; B: 7; C: -18; D: 4

COc1ccc(C[C@H]2c3cc(O)c(OC)cc3CC[N+]2(C)[O-])cc1O (stereo partly drawn)
  A: 10; B: 11; C: -69; D: -7

CCOC(=O)c1c(C)n(C)c2ccc(OC)c(NC(=O)CN3CCC(C(=O)OCC)CC3)c12
  A: 3; B: 5; C: -16; D: -5

O=C(c1cccc([N+](=O)[O-])c1)c1ccc2c(c1)OCCOCCOCCOCCO2
  A: -13; B: 9; C: -1; D: -8

CCCn1nc(NC(=O)c2cccs2)c2cc3cc(C)ccc3nc21
  A: 3; B: 7; C: -23; D: 9

NC1=NC[C@H](Cc2ccc(O)cc2)N1CCC12CC3CC(CC(C3)C1)C2
  A: -24; B: 10; C: 15; D: 8

CC(/C=C1\SC(=S)N(NS(=O)(=O)c2ccccc2)C1=O)=C\c1ccccc1
  A: 7; B: 7; C: -10; D: 79*

COc1ccc(NC2c3ccccc3C(=O)N2Cc2ccccc2Cl)cc1OC (stereo not drawn)
  A: 11; B: 7; C: -89; D: 23

COc1cccc(CN2CCN(C(=O)CCc3nnc(C4CCCCC4)o3)CC2=O)c1
  A: 0; B: 5; C: -36; D: -25

CN(C)c1cc(-c2ccc(F)cc2)oc(=O)c1Cl
  A: 3; B: 7; C: 11; D: 11

COc1ccccc1/C=C/C=N/NC(=O)c1cc(-c2ccco2)[nH]n1
  A: -1; B: 6; C: -37; D: 62*

CC(=O)Nc1ccc(NC(=O)Nc2cc(C)cc(C)c2)cc1
  A: 4; B: 7; C: -18; D: 3

CC1(C)CC(=O)c2cnc(N3CCc4ccccc43)nc2C1
  A: -1; B: 13; C: 16; D: 10

CC1(CO)COC(c2ccccc2)=N1 (stereo not drawn)
  A: -11; B: 8; C: -8; D: 19

CC(=O)N1N=C(c2ccncc2)OC1(Cc1ccccc1)Cc1ccccc1
  A: -1; B: 8; C: 1; D: 5

O=C(N/N=C\c1ccc(Cl)cc1)C1=NOC2COC3(CCN(c4ccc([N+](=O)[O-])cc4)CC3)OCC12 (stereo not drawn)
  A: 7; B: 17; C: -11; D: 32

O=C1CCN(S(=O)(=O)c2ccccc2)CCN1CCOCc1ccccc1
  A: -54; B: 7; C: -20; D: 5

Nc1cc(S(=O)(=O)Nc2cc(Cl)ccc2Cl)ccc1N1CCOCC1
  A: 13; B: 4; C: -73; D: -10

O=C(CN1CCN(Cc2ccccc2Cl)C1=O)NCc1cccnc1
  A: 8; B: 8; C: -17; D: -17

COc1cccc(NC(=O)NC2CCN(Cc3nnnn3Cc3ccc4c(c3)OCO4)CC2)c1
  A: -11; B: 8; C: -11; D: 1

COc1ccc(NS(=O)(=O)c2ccc(C)cc2)c([N+](=O)[O-])c1
  A: 13; B: 6; C: -14; D: 9

COc1cccc(NC(=O)Cn2c(=O)n(CCC(=O)NC3CCN(Cc4ccccc4)CC3)c(=O)c3ccccc32)c1
  A: 14; B: 19; C: -34; D: 18

CCS(=O)(=O)c1ccc(O)c(NC(=O)CC2(CC(=O)O)CCCC2)c1
  A: -10; B: 8; C: -16; D: 21

Cc1c(CCC(=O)O)c(=O)oc2cc3occ(C(C)(C)C)c3cc12
  A: 5; B: 6; C: -4; D: 29

CCOC(=O)/C(=C/C1=CC(=C/N(C)C)/C(=O)O1)C(C)=O
  A: 5; B: 7; C: -30; D: 6

O=C(Cn1nc2sc3ccccc3n2c(=O)c1=O)c1cccs1
  A: 3; B: 7; C: -24; D: 10

Cc1ccc(NC(=O)c2ccc(OCc3c(C)noc3C)cc2)cc1
  A: 1; B: 1; C: -5; D: -5

O=C(N/N=C/c1ccccc1[N+](=O)[O-])c1cccs1
  A: 1; B: 8; C: -12; D: 11

COc1ccccc1C1CCN(Cc2cccc([N+](=O)[O-])c2)CC1
  A: 11; B: 5; C: 7; D: -5

O=C1NC(=O)/C(=C/c2ccccn2)S1
  A: -1; B: 5; C: -26; D: 3

COc1ccc(NC(=O)COC(=O)c2ccc(Cl)c(S(N)(=O)=O)c2)c([N+](=O)[O-])c1
  A: -2; B: 4; C: -13; D: 53*

NS(=O)(=O)c1cccc(NC(=O)c2cccnc2Oc2ccccc2)c1
  A: -2; B: 5; C: -4; D: -4

CC(=O)NC(C)CCc1ccccc1 (stereo not drawn)
  A: -3; B: 8; C: -10; D: 8

Cc1ccc2c(=O)[nH]c(Nc3nc(C)cc(-c4ccccc4)n3)nc2c1
  A: 17; B: 7; C: 7; D: 8

Next section
Abbreviations: A = Pf gametocyte; B = Avidin bead fluor; C = Mcl1-Bid inh; D = Mcl1 Noxa PPI
CCCCC(C(=O)N/N=C/c1ccccn1)C(=O)N/N=C/c1ccccn1
  A: -7; B: 5; C: -20; D: -8

CN(C)C(=O)c1ccc(-c2cc(C(F)(F)F)n(C)n2)s1
  A: 2; B: 7; C: 1; D: 2

CCOP(=O)(OCC)/C(=N/OC(=O)c1ccc(Cl)cc1Cl)C(N)=O
  A: 11; B: 3; C: -3; D: 14

CCOc1ccc(-c2nc(N)ncc2-c2ccccc2OC)c(O)c1
  A: -17; B: 9; C: 9; D: 10

Cc1nc2c(C)[n+](CC(=O)c3ccccc3)ccc2n1C
  A: 10; B: 6; C: -22; D: 10

COc1ccc(NS(=O)(=O)c2cn(C)cn2)cc1
  A: 25; B: 8; C: -11; D: -1

CC(=O)Nc1ccc(Oc2nc(-c3ccccn3)nc3ccccc23)cc1
  A: 3; B: 7; C: -15; D: 5

COC(=O)c1ccc(COc2ccc(NC(C)=O)cc2)o1
  A: -2; B: 6; C: -6; D: 1

CCOC(=O)c1cnc(C(F)(F)F)nc1Oc1ccccc1
  A: 13; B: 7; C: -17; D: 7

CC1CN(c2ccc(NS(=O)(=O)c3ccccc3)cc2C(=O)O)CC(C)O1 (stereo not drawn)
  A: -22; B: 8; C: -9; D: 14

O=C(NCc1ccc(Cl)cc1)C1CCC(CNc2c(N3CCOCC3)c(=O)c2=O)CC1 (stereo not drawn)
  A: 20; B: 6; C: -39; D: -6

N#C/C(=C(/O)CN1CCCC1)c1nc(-c2ccccc2)cs1
  A: -13; B: 6; C: -34; D: 0

O=C(Nc1ccc(N2CCOCC2)cc1)c1cc(-c2ccncc2)nc2ccccc12
  A: -12; B: 6; C: -12; D: 8

Fc1ccc(C2=CC(c3ccco3)n3nnnc3N2)cc1 (stereo not drawn)
  A: -18; B: 4; C: -36; D: 14

O=C(NNc1ccccc1F)C1CCC1
  A: -12; B: 6; C: -2; D: 13

Oc1ccc(/C=N/NC(=S)Nc2cccnc2)cc1
  A: 8; B: 10; C: -135; D: 21

Cc1cc(-c2nn(C)c(=O)c3ccccc23)cc(C)c1O
  A: -3; B: 7; C: -28; D: -8

Cn1c(=S)oc2ccccc21
  A: 5; B: 7; C: -11; D: 19

CCN1CNC(=S)N(c2cccc(C)c2)C1
  A: 0; B: 5; C: -15; D: 2

Cc1onc(-c2ccccc2)c1C(=O)NNC(=S)NC(=O)c1ccc2c(c1)OCO2
  A: -5; B: 14; C: -132; D: -64

O=C(O)c1ccc(-c2nc3ccccc3s2)o1
  A: -2; B: 8; C: 10; D: 22

O=[N+]([O-])c1cccc(S(=O)(=O)NCCc2cn3ccccc3n2)c1
  A: 1; B: 9; C: -4; D: 13

CN(C)c1ccc(-n2cccc2)cc1
  A: -12; B: 6; C: -104; D: 62*

CC(=O)Nc1ccc(S(=O)(=O)N2CCN(c3cc(C(F)(F)F)ccn3)CC2)cc1
  A: 1; B: 6; C: -7; D: -8

N=C1SC(CC(=O)Nc2ccccc2[N+](=O)[O-])C(=O)N1c1ccccc1 (stereo not drawn)
  A: 11; B: 6; C: -2; D: 2

COc1cccc(C2Nc3cccc4cccc(c34)N2)c1
  A: -1; B: 6; C: -47; D: 35

O=C(Nc1cccc(-c2csc(Nc3ccc(Cl)cc3)n2)c1)c1cccc(C(F)(F)F)c1
  A: 5; B: 7; C: -83; D: 0

O=C(O)c1ccc(-c2nnn(Cc3ccccc3F)n2)cc1
  A: -32; B: 5; C: 20; D: 28

COc1ccnc(N=CNOCc2ccc(Cl)cc2)c1C#N
  A: -14; B: 6; C: -54; D: 6

CC1(C)Cc2sc3c(=O)[nH]c(=S)[nH]c3c2CO1
  A: 0; B: 8; C: -51; D: -9

Seven entries drawn at random from those above:
Abbreviations: A = Pf gametocyte; B = Avidin bead fluor; C = Mcl1-Bid inh; D = Mcl1 Noxa PPI
CN(C)c1ccc(-n2cccc2)cc1
  A: -12; B: 6; C: -104; D: 62*

O=C(O)c1ccc(-c2nnn(Cc3ccccc3F)n2)cc1
  A: -32; B: 5; C: 20; D: 28

N=C1SC(CC(=O)Nc2ccccc2[N+](=O)[O-])C(=O)N1c1ccccc1 (stereo not drawn)
  A: 11; B: 6; C: -2; D: 2

O=C(Nc1cccc(-c2csc(Nc3ccc(Cl)cc3)n2)c1)c1cccc(C(F)(F)F)c1
  A: 5; B: 7; C: -83; D: 0

O=[N+]([O-])c1cccc(S(=O)(=O)NCCc2cn3ccccc3n2)c1
  A: 1; B: 9; C: -4; D: 13

COc1ccnc(N=CNOCc2ccc(Cl)cc2)c1C#N
  A: -14; B: 6; C: -54; D: 6

O=C(O)c1ccc(-c2nc3ccccc3s2)o1
  A: -2; B: 8; C: 10; D: 22

New compounds follow:
Abbreviations: A = Pf gametocyte; B = Avidin bead fluor; C = Mcl1-Bid inh; D = Mcl1 Noxa PPI
COC(=O)[C@H](C)NC(=O)Nc1cccc(Br)c1
  A: -4; B: 10; C: 6; D: 7

CC(c1ccon1)N(C)Cc1cn(C)nc1-c1ccc2c(c1)OCCO2 (stereo not drawn)
  A: -10; B: 3; C: -18; D: 7

COCc1ccc(C(=O)Nc2ccc(C(=O)O)cc2)o1
  A: 4; B: 5; C: -10; D: -8

Cc1nnsc1-c1onc(C)c1C(=O)Nc1cc(Cl)cc(Cl)c1
  A: 0; B: 7; C: 7; D: -73

Nc1c(Cl)c(Cl)nc(C(=O)N/N=C/c2cccnc2)c1Cl
  A: -6; B: 4; C: -14; D: 15

Cc1oc2ccc(OCc3c(F)cccc3Cl)cc2c1C(=O)O
  A: -18; B: 6; C: 5; D: 8

CC(C)S(=O)(=O)c1cnc(N2CCOCC2)nc1N
  A: 9; B: 8; C: -4; D: 4

This is a subset; count on the stated rates, not on these rows.
